SENP8 block-1 – blocks human SENP8 cleavage of Nedd8 substrate; Q96LD8; recombinant SENP8, Nedd8 substrate fluorescence; inhibition, % at 20 µM; 0.64% of 360,000 active; AID 602440; in the data active = inhibition mostly above about 40%, no sharp cut-off; inactive = mostly below about 27%
SENP7 inh – blocks the human protease SENP7; Q9BQF6; recombinant SENP7, Z-RLRGG-aminoluciferin luminescence, 40 min; inhibition, % at 5 µM; 1.5% of 330,000 active;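 active = inhibition above about 50% at the single test dose, limit read from the data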;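 note: plate controls were DMSO with enzyme for no effect and no enzyme buffer wells for full effect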
Target sequence (Q9BQF6 706-1050 limits assumed): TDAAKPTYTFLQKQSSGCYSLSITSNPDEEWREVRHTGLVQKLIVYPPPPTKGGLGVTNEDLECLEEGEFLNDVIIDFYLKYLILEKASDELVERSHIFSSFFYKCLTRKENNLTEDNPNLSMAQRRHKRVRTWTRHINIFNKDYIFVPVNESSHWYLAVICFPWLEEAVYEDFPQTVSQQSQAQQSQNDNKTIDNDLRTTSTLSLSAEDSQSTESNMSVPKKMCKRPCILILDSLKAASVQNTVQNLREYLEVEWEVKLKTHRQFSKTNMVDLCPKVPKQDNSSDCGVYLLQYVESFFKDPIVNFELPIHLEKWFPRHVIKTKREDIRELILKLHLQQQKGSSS
HKDC1 inhibitor – blocks human hexokinase HKDC1 activity; Q2TB90; recombinant HKDC1, G6PDH/diaphorase resazurin coupled fluorescence; inhibition, % at 20 µM; 0.16% of 340,000 active;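 active = inhibition above about 35% when tested at 20 µM, limit read from the data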;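 note: plate controls were DMSO wells with enzyme for no effect and DMSO wells lacking enzyme for full effect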
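Test system: HK5 enzyme. Quantity: 5 µg/mL HK5 final. Reagent: glucose and ATP substrates. Schedule: 90 min reaction incubation at room temperature, dark. Technique: resazurin-to-resorufin fluorescence via G6PDH and diaphorase coupling, 525/613 nm. Control set: DMSO wells with and without enzyme mix.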
PfG6PD inh – PfG6PD (Plasmodium falciparum) enzyme inhibition; PfGluPho enzyme, NADPH resazurin-diaphorase fluorescence; inhibition, % at 20 µM; 0.78% of 350,000 active;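 active = inhibition reaching at least a set limit at 20 µM in the primary screen, cut at about 59% in these data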;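 note: 0% = DMSO wells with substrate and 100% = DMSO wells lacking glucose-6-phosphate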
NLRP3 yeast inh – inhibitors of NALP3 inflammasome in yeast; Yeast reconstituted NLRP3/ASC/caspase-1, beta-gal luminescence, 24 h; inhibition, % at 10 µM; 0.39% of 330,000 active;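 active = inhibition of 50% or more; inactive = inhibition below 50%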;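 note: plate controls were induced DMSO wells for no effect and uninduced yeast grown without galactose for full effect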
Apaf1 inhib – inhibitors of human Apaf-1 apoptosome | inhibition, % at 20 µM | 0.71% of 330,000 active | O14727 | reconstituted apoptosome caspase-3 activity, DEVD-Rh110 fluorescence; active = inhibition of at least 40% at 20 µM;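 note: plate controls were DMSO wells for no effect and DEVD-CHO caspase inhibitor wells for full effect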
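Assay system: Apoptosome proteins | Medium: pH 7.5 Hepes buffer with CHAPS, BSA, DTT | Also added: Cytochrome c and DEVD-Rh110 substrate | Times: 30 min plus 50 min, RT | Detection: Rhodamine 110 fluorescence at Ex 480/Em 540 nm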
SENP1 FRET inh – blocks the human SENP1 SUMO protease catalytic domain. Q9P0U3. recombinant SENP1 catalytic domain, CyPet-SUMO1-YPet FRET cleavage. inhibition, % at 10 µM. 0.21% of 360,000 active. AID 624204;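 active = inhibition at least 30% at 10 µM, raw YFP signal under a set limit, fluorescence ratio 0.5 to 1.5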;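 note: 0% = enzyme with DMSO and 100% = no enzyme wells; some results filed as inactive read as strong as hits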
Target sequence (Q9P0U3 419-644 limits assumed): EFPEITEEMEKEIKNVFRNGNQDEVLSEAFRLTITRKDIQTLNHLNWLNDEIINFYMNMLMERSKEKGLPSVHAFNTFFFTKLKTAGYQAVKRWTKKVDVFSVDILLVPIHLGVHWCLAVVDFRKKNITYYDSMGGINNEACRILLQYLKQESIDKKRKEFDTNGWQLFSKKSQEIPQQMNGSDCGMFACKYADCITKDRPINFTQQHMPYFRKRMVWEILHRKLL
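Compound: 10 µM single point, 0.5% DMSO; Test system: hSENP1 catalytic domain, recombinant; Timing: 50 min reaction at room temperature; Technique: FRET, CFP and YFP emission; Control set: no-enzyme wells low, DMSO-plus-enzyme wells high control.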
SENP8 block-2 – blocks the human protease SENP8; Q96LD8; purified SENP8, Z-RLRGG-aminoluciferin cleavage, luminescence; inhibition, % at 10 µM; 1.2% of 330,000 active; AID 2540; in the data active = inhibition above about 50%
SENP6 inh – SENP6 protease inhibition; 1.8% of 330,000 active; Recombinant SENP6 catalytic domain, aminoluciferin luminescence; inhibition, % at 10 µM;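 active = inhibition above about 50% at the single tested dose, limit read from the data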;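 note: plate controls were DMSO wells with enzyme for no effect and DMSO wells lacking enzyme for full effect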
Target sequence (Q9GZR1 628-1112 limits assumed): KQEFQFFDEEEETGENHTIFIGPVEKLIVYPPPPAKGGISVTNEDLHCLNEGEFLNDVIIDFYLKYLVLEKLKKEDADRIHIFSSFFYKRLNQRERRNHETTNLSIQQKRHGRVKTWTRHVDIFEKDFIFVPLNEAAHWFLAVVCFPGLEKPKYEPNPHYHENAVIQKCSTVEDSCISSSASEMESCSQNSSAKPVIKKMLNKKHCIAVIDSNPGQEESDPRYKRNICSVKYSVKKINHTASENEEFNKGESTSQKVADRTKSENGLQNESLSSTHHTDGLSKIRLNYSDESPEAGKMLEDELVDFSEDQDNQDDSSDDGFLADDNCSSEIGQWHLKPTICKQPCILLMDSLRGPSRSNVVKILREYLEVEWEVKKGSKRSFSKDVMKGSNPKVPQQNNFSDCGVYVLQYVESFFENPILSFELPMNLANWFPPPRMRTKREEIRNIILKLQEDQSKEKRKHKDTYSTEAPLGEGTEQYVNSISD
Active calls of the source: *; . = not tested or not shown.

The line under a structure holds: PfG6PD inh | Apaf1 inhib | SENP8 block-2 | SENP6 inh | SENP7 inh | SENP8 block-1 | SENP1 FRET inh | NLRP3 yeast inh | HKDC1 inhibitor
COc1ccc(C(=O)/C(C#N)=N/Nc2ccc([N+](=O)[O-])cc2)cc1
 : -14 | 8 | 4 | 10 | 9 | 40* | 17 | 33 | 3
CNc1cnn(-c2ccccc2)c(=O)c1Cl
 : 0 | 6 | -5 | 2 | -4 | 11 | 1 | 6 | -4
CCOC(=O)CCCNC(=O)CN1C(=O)NC(CCc2ccccc2)C1=O (stereo not given)
 : -10 | -16 | 3 | 11 | 8 | 0 | -1 | 9 | 11
O=C(NCc1ccccn1)C1CCN(S(=O)(=O)c2ccc(Br)cc2)CC1
 : 1 | 11 | -5 | -9 | -7 | 8 | -1 | 1 | -7
O=C(Nc1cccc(S(=O)(=O)NC2=NCCCCC2)c1)c1cc(-c2ccccc2)nc2ccccc12
 : 6 | 9 | -9 | 2 | -3 | 10 | -3 | 7 | 0
CC(C)[C@H](NS(=O)(=O)c1cccc(Cl)c1)C(=O)OCC(=O)NC(=O)CN1CCCC1=O
 : -3 | -2 | -13 | -11 | -3 | 0 | 1 | 19 | -6
NC(=O)c1ccsc1NC(=O)CSc1ccccc1F
 : 4 | 2 | 16 | 14 | 8 | 8 | -1 | 19 | -6
Nc1nc(SCC(=O)Nc2cc(C(F)(F)F)ccc2Cl)[nH]c(=O)c1NC(=O)c1ccco1
 : -16 | 5 | -5 | -22 | -3 | 14 | -3 | 9 | 5
COC(=O)c1ccccc1S(=O)(=O)NNC(=O)c1nn(C)c(=O)c2ccccc12
 : 0 | -3 | -3 | -7 | 0 | -3 | 1 | 2 | 0
CCN(CC)CCCNC(=O)c1cn(C)c2ccc(S(=O)(=O)N(C)C)cc2c1=O
 : 3 | -14 | 7 | -7 | 7 | 14 | 0 | 1 | -9
NC(=O)COC(=O)c1ccccc1SCC(=O)NC1CCCCCCC1
 : -18 | 8 | -2 | -10 | -5 | 2 | -2 | 9 | -8
CCOC(=O)CC1OC(=O)c2cc3c(cc21)C(=O)OC3CC(=O)OCC (stereo not given)
 : 4 | -4 | 0 | -16 | 6 | 19 | 1 | 11 | -8
CC1(C)CC(=O)C(C=NCCN2CCN(C(=O)C34CC5CC(CC(C5)C3)C4)CC2)=C(O)C1
 : -1 | 6 | 0 | -12 | 1 | 23 | 1 | 14 | -4
O=C(c1ccc(N2CCCC2=O)cc1)N1CCN(c2ccccc2)CC1
 : -30 | 4 | -3 | 4 | -2 | 24 | -3 | 11 | 1
Cc1ccc(S(=O)(=O)Nc2nc(C)c(NC(=O)OCCCl)s2)cc1
 : -6 | -7 | 3 | -5 | -2 | 8 | 2 | 9 | -2
O=C(Cc1cccs1)Nc1nncs1
 : -1 | 3 | -1 | -6 | -3 | 8 | -11 | 5 | -2
O=[N+]([O-])c1ccc(-c2ccc(S(=O)(=O)NCCN3CCCC3)cc2)cc1
 : -6 | 15 | 2 | -5 | 5 | -12 | 0 | -12 | -2
Cc1ccc(CS(=O)Cc2ccc(C(=O)NC3CCCCCC3)o2)cc1 (stereo not given)
 : -7 | 4 | 3 | 1 | 8 | 8 | 2 | 10 | 2
CCOc1ccc(-c2ccc(SCC(=O)NC3CCCCC3)nn2)cc1
 : -9 | 13 | -8 | -20 | 11 | -3 | -5 | 4 | -8
Cc1cc(Cl)ccc1C(=O)C1CCCN(C(=O)c2n[nH]c3c2CCCC3)C1 (stereo not given)
 : -3 | 5 | 7 | -2 | 5 | 11 | 2 | 8 | -9
Cc1ccc(OC(=O)CCC(=O)Oc2ccc(C)cc2C)c(C)c1
 : 34 | . | . | . | . | 5 | 1 | . | 1
COc1ccc(-c2csc3nc[nH]c(=O)c23)cc1OC
 : -11 | 10 | 6 | 11 | 2 | 7 | -1 | -5 | 4
CCOc1ccc(N(C(=O)c2snc(C(N)=O)c2N)C(C(=O)NCC2CCCO2)c2c[nH]c3ccccc23)cc1 (stereo not given)
 : 13 | 37 | 2 | -22 | -2 | -158 | -9 | 11 | -4
Brc1ccc2ncc(Br)cc2c1
 : 1 | -16 | -8 | -12 | -2 | 9 | 0 | -11 | -9
CCCCN1C(=O)C(CC(=O)NCC)SC1=Nc1ccccc1 (stereo not given)
 : -13 | 1 | -5 | -12 | 6 | 30 | 5 | 4 | -3
CC(C)(C)NC(=O)NC(=O)CSc1nnc2ccccn12
 : -22 | -7 | 11 | -5 | -5 | 8 | 2 | 12 | -10
Cc1ccc(OCC(=O)NC(=S)Nc2cccc(C)n2)cc1
 : 2 | -12 | -3 | -5 | -10 | 23 | 3 | -3 | -13
O=C(Nc1nnc(C2CC2)s1)c1ccncc1
 : 0 | 4 | -9 | 1 | -10 | 34 | -1 | 6 | 4
Cc1ccc(S(=O)(=O)N(CC(=O)NCc2ccco2)Cc2ccccc2F)cc1
 : 72* | . | . | . | . | 17 | -2 | . | 1
COc1ccc(C2(c3ccc(OC)cc3)NC(=O)N(CC(=O)N3CCOCC3)C2=O)cc1
 : 5 | -8 | 1 | 2 | 3 | 3 | 0 | 2 | -7
COc1ccc(OC)c(NC(=O)CC2(CC(=O)O)CCCC2)c1
 : 21 | 11 | 0 | -3 | 7 | 20 | 2 | 4 | 5
COC(=O)CCCC(=O)N1CCCC(C(=O)c2ccc(-c3ccccc3)cc2)C1 (stereo not given)
 : -11 | 1 | 11 | 0 | -8 | 11 | 0 | 21 | -6
O=S(=O)(c1ccccc1)N1CCN(Cc2cccc(Cl)c2)CC1
 : 26 | 8 | -8 | -8 | -4 | 7 | 1 | 13 | -3
O=C(O)C1C2C=CC(C2)C1C(=O)NCc1ccccc1 (stereo not given)
 : -4 | -12 | 1 | -7 | -2 | 16 | 0 | 14 | 4
CCOC(=O)Cc1csc(NC(=O)COc2ccc(N(C)S(=O)(=O)c3cccs3)cc2)n1
 : 19 | 9 | -9 | -31 | -1 | 15 | 0 | 13 | -2
CNc1oc(Cc2ccccc2)nc1S(=O)(=O)c1ccc(Cl)cc1
 : 1 | -7 | 3 | -11 | 2 | 1 | 2 | 11 | -8
CN1CCN(Cc2nc3c([nH]2)c(=O)[nH]c(=O)n3C)CC1
 : 10 | 5 | -2 | -11 | -2 | 39 | -2 | -13 | -7
CC(C)NC(=O)CC(=O)N/N=C/c1c(F)cccc1Cl
 : -3 | 7 | -1 | 12 | 5 | 8 | 2 | 2 | 4
COc1ccc(C(=O)NC2CCCCCC2)cc1S(=O)(=O)N1CCCc2ccccc21
 : 5 | 18 | 0 | -2 | 0 | 14 | 2 | -3 | -2
COc1ccc(N2C(=O)c3ccccc3S2(=O)=O)cc1
 : -5 | 2 | -6 | -10 | 7 | 8 | 1 | 9 | -1
CC(=O)c1cccc(OC(=O)Oc2cccc(C(C)=O)c2)c1
 : 1 | . | . | . | . | 14 | 3 | . | -2
S=C(Nc1ccccc1Oc1ccccc1)Nc1cccc(Cl)c1Cl
 : 4 | . | . | . | . | 21 | -1 | . | 3
COc1ccc(CNC(=O)c2cnc(C)cn2)c(OC)c1
 : 5 | -18 | 3 | 0 | 0 | 8 | 1 | 9 | -10
CCCC1(CCC)NC(=O)N(CC(=O)Nc2ccc(Cl)c(S(=O)(=O)N3CCOCC3)c2)C1=O
 : 9 | 6 | -5 | -5 | 4 | 11 | 1 | 1 | -1
CN(Cc1ncc[nH]1)C(=O)CC1C(=O)NCCN1Cc1c(F)cccc1Cl (stereo not given)
 : -1 | 10 | -7 | -25 | -9 | -1 | 1 | 5 | -8

Only HKDC1 inhibitor (3 entries from above):
compound | HKDC1 inhibitor
COc1ccc(N2C(=O)c3ccccc3S2(=O)=O)cc1 | -1
CC(=O)c1cccc(OC(=O)Oc2cccc(C(C)=O)c2)c1 | -2
S=C(Nc1ccccc1Oc1ccccc1)Nc1cccc(Cl)c1Cl | 3

Following part
The line under a structure holds: PfG6PD inh | Apaf1 inhib | SENP8 block-2 | SENP6 inh | SENP7 inh | SENP8 block-1 | SENP1 FRET inh | NLRP3 yeast inh | HKDC1 inhibitor
O=C(NCc1cccs1)C1CC(=O)N(c2ccc(F)cc2)C1 (stereo not given)
 : -13 | 3 | 6 | -7 | 10 | 13 | -1 | 6 | -2
CCOc1ccc(NC(=O)c2ccccc2SC)cc1
 : -3 | -3 | -10 | 7 | 5 | 9 | 2 | 10 | 8
O=C(c1ccccn1)N1CCN(C(=O)c2ccccn2)CC1
 : -14 | -5 | -6 | -9 | -2 | 12 | 2 | -13 | -4
C/C(=N\NC(=O)Cc1ccc(Cl)cc1)c1cccc(NC(=O)c2cccnc2)c1
 : 13 | 18 | -4 | 3 | 4 | 9 | 3 | 13 | -1
CC1CC(C)(C)CC2(C1)NC(=O)N(CC(=O)NC1CCCc3ccccc31)C2=O (stereo not given)
 : -3 | 12 | 1 | 4 | 13 | 12 | 1 | 2 | 0
C=CCc1cc(Cl)ccc1OCCOCCNC(C)CC (stereo not given)
 : 5 | -3 | -2 | 10 | 0 | 9 | 2 | 22 | 7
COc1ccc(S(=O)(=O)N2CCC(C(=O)N3CCCCC3)CC2)cc1
 : -9 | -1 | -11 | 12 | -8 | 12 | 1 | 5 | -2
Cn1c(O)c(N=NC(=O)Cc2c[nH]c3ccccc23)c2ccccc21
 : 13 | . | . | . | . | 11 | 3 | . | -1
Cc1ccccc1SCC(=O)N1CCN(c2ccc(C(F)(F)F)cn2)CC1
 : -5 | 2 | -13 | -23 | 4 | 2 | 2 | 31 | -4
Oc1cccc(/C=N/N2CCN(c3ccccn3)CC2)c1
 : 4 | -21 | 1 | -8 | 1 | 22 | 2 | 14 | -4
CC(=O)c1cn(-c2ccc(Cl)cc2)c(=O)[nH]c1=O
 : 9 | -2 | -2 | -17 | -4 | 15 | -1 | 2 | -3
Nc1ncnc2c1nc(Sc1ccc(Cl)cc1)n2[C@@H]1O[C@@H]2COP(=O)(O)O[C@H]2[C@H]1O
 : -8 | -2 | 4 | 6 | 12 | 2 | 1 | 18 | -6
Cc1ccc(C(=O)O/N=C2\CC3CCC2(C)C3(C)C)cc1 (stereo not given)
 : -3 | 13 | 2 | 9 | 1 | 25 | 1 | 17 | 0
C=CCn1c(SCc2nc3c(c(=O)[nH]c(=O)n3CCCC)n2CCC)nnc1-c1ccccc1
 : -7 | -2 | -1 | -8 | -4 | 27 | -1 | 21 | -9
O=C(NNc1ccccn1)c1ccccc1CC[N+](=O)[O-]
 : -6 | -2 | -1 | 5 | -9 | -8 | 2 | 2 | -9
CCN(CC(=O)Nc1ccc2c(c1)OCCO2)C(=O)CCc1ccc(OC)cc1
 : 9 | 9 | -9 | -12 | -6 | -7 | -3 | 12 | -4
Nc1c(N(CCO)C(=O)C2CCCC2)c(=O)[nH]c(=O)n1Cc1ccccc1
 : -5 | -4 | 1 | 5 | 3 | -8 | 2 | 15 | 2
